Rpn11 block: Rpn11 (human) deubiquitinase inhibition; O00487; human 26S proteasome, Ub4-pepOG fluorescence polarization; 20S core pre-blocked with epoxomicin; calls only at 20 µM; 0.59% of 360,000 active; AID 588493;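 active = inhibition at 20 µM, scaled to each plate's controls, above about 33%, limit read from the data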
Target sequence (O00487 whole entry, looked up): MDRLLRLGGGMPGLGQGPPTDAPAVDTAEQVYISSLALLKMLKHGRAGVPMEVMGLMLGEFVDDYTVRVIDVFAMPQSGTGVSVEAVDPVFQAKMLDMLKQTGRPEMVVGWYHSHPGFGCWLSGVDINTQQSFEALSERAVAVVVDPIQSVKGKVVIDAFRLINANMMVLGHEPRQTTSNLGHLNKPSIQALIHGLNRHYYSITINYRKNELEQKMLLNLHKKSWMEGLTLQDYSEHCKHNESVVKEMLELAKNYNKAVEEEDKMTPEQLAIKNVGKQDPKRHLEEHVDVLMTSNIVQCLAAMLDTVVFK
MsrA inh: inhibits bovine methionine sulfoxide reductase A; purified bovine MsrA, absorbance read-out; inhibition, % at 15.5 µM; 0.75% of 360,000 active; in the data active = inhibition above about 4.5%;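 note: 0% = vehicle wells with enzyme and 100% = reference inhibitor wells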
MT1-MMP act inh: MT1-MMP (human) activation inhibition; P50281; HT1080 RFP-PRO-GFP cells, GFP/RFP ratio fluorescence, overnight; percent of plate control window, DMSO zero; GFP/RFP ratio change, % at 20 µM; 0.061% of 360,000 active;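 active = GFP/RFP ratio change of at least 30% with cell ATP level not reduced by more than half and red fluorescence within 50% of control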; note: strong numbers were not always called active
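Test system: HT1080 RFP-PRO-GFP cells; Benchmarks: DMSO and RFP-L50D-GFP cell wells; Timing: cells overnight before dosing, compound overnight, 37 °C, 5% CO2; Compound: one 20 µM compound dose with 1% DMSO; Read-out: GFP/RFP fluorescence ratio.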
PABP1 MLLE inh: inhibitors of microRNA-mediated deadenylation, human PABP1 MLLE binding | GST-MLLE / FITC-PAM2 fluorescence polarization | inhibition, % at 20 µM | 0.36% of 360,000 active | AID 588489; in the data active = inhibition above about 35%, passing the limit was not always enough;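 note: plate controls were DMSO wells with GST-MLLE for no effect and wells lacking GST-MLLE protein for full effect; some results filed as inactive read as strong as hits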
FAS TE block: blocks the thioesterase domain of human fatty acid synthase | P49327 | recombinant FAS-TE, OMFH fluorogenic substrate, fluorescence endpoint | inhibition, % at 15 µM | 0.67% of 360,000 active;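 active = compounds whose normalised, plate-corrected inhibition of enzyme fluorescence in the single-dose primary screen is 50% or more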;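 note: 0% = DMSO with enzyme and 100% = substrate without enzyme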
E coli Lon inh: inhibits E. coli Lon protease; P0A9M0; purified E. coli Lon protease, fluorescence polarization; inhibition, % at 7.94 µM; 0.42% of 360,000 active; AID 602123; in the data active = inhibition above about 13%, passing the limit was not always enough;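 note: 0% = enzyme with probe and DMSO and 100% = no enzyme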
Target sequence (P0A9M0 whole entry, looked up): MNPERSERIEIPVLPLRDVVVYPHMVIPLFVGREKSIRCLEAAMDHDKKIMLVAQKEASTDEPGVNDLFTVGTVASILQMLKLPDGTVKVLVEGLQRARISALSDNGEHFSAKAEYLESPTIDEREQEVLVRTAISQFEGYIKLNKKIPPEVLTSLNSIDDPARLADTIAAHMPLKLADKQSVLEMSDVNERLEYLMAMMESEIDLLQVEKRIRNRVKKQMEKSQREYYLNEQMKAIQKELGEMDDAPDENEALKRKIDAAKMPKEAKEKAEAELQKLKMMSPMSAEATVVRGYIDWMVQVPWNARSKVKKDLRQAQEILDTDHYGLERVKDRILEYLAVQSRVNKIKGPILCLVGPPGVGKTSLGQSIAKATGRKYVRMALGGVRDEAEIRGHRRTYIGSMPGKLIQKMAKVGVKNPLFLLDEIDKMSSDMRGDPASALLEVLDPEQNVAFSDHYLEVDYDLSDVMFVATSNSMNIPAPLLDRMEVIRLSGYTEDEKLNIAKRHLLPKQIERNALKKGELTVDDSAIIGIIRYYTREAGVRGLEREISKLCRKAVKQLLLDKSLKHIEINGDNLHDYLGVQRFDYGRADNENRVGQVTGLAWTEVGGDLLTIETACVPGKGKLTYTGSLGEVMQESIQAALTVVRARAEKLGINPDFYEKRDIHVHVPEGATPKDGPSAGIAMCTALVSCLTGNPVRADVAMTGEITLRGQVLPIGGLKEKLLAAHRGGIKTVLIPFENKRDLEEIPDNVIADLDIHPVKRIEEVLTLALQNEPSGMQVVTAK
CSN inh: CSN deneddylation inhibition; Q92905; inhibition, % at 12.5 µM; 0.38% of 360,000 active; Purified CSN, SCF-Nedd8-OG deneddylation, fluorescence polarization;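 active = pattern-corrected inhibition above about 35%, with an unprinted fluorescence ratio check between 0.5 and 1.5, limit read from the data, passing the limit was not always enough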;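 note: 0% = enzyme with substrate and 100% = substrate without enzyme; some results filed as inactive read as strong as hits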
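test system = HEK293T-derived human Csn5 enzyme | amount = 0.24 nM Csn5 enzyme, final concentration | medium = Tris/NaCl/DTT buffer, pH 7.5 | schedule = 90 min reaction at room temperature | signal = FP | evaluation = inhibition of Csn5 cleavage, % | compound dosing = single dose of 12.5 µM compound with 0.25% DMSO | probe or stimulus = 10 nM SCFSkp2-Nedd8OG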
bovine MsrA act: activators of bovine methionine sulfoxide reductase A; purified bovine MsrA, absorbance read-out; activation, % at 10.6 µM; 0.3% of 360,000 active; in the data active = activation above about 7.5%;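 note: 0% = vehicle and 100% = reference activator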
Rin1 Abl inh: blocks binding of human Rin1 to Abl; P00519+Q13671; TR-FRET Rin1/Abl binding, biochemical; inhibition, % at 7.35 µM; 0.4% of 360,000 active; AID 588664; in the data active = inhibition above about 5%, passing the limit was not always enough
An asterisk follows results filed as active; i = inactive; / = no result given; + = active, no number.

Below each compound: MT1-MMP act inh	PABP1 MLLE inh	Rpn11 block	MsrA inh	CSN inh	FAS TE block	bovine MsrA act	E coli Lon inh	Rin1 Abl inh
CCCCNC(=O)c1nc(C2CCN(S(=O)(=O)c3ccccc3)CC2)oc1-c1cccc(C(F)(F)F)c1
→ 0	-17	i	1.9	6	29	1	-6	2
O=C1N2CCSC2=NC1(NS(=O)(=O)c1ccccc1)C(F)(F)F (configuration not stated)
→ 3	24	i	0.4	-5	-10	-2	-2	4
O=C(NCC1CCCO1)C(c1ccncc1)N(Cc1cccs1)C(=O)CN1C(=O)c2ccccc2S1(=O)=O (configuration not stated)
→ 3	12	i	2.1	2	-7	-3	-6	3
Clc1ncc(CN2CCN(c3ccccc3)CC2)s1
→ 0	9	i	-0.1	9	-2	-9	-2	1
Cc1cc(C(=O)N2CCC(Cc3ccccc3)CC2)c(C)o1
→ -2	-8	i	-1.4	3	7	-2	10	-2
Cc1onc(-c2ccccc2Cl)c1C(=O)N(Cc1ccccc1)C(C)C
→ -4	-5	i	-1.1	1	5	0	-5	1
O=C(O)CCNS(=O)(=O)c1ccc(Oc2ccccc2)cc1
→ 0	11	i	1.9	-3	-3	0	-3	-3
CC(C)Oc1ccc(CCC(=O)NNC(=O)c2ccccc2C(=O)O)cc1
→ 1	-12	i	-0.8	0	-2	-3	-11	1
C[C@H]1CN([C@@H](C)CO)C(=O)CCCn2nncc2CO[C@H]1CN(C)S(=O)(=O)c1ccccc1
→ 2	7	i	1.0	5	-13	-8	-6	4
CC1CCN(C(=O)CSc2nc(C3CC3)nc3ccccc23)CC1
→ -6	16	i	1.0	3	4	1	-4	-5
COC(=O)c1scc(C)c1NC(=O)C1CCCCC1
→ -3	15	i	0.1	0	-11	-11	2	-3
NS(=O)(=O)c1ccc(CCNC(=O)CCCn2c(=O)[nH]c3ccc(Br)cc3c2=O)cc1
→ 3	6	i	2.1	0	-8	1	-1	1
COc1ccc(NC(=O)CSc2nnc(C3CCCCC3)n2N)c(OC)c1
→ -2	-15	i	-0.1	-5	-6	-4	-4	-1
CCN(C(=O)c1ccc(S(=O)(=O)N2CCCC2)cc1)C1CCS(=O)(=O)C1 (configuration not stated)
→ -2	10	i	-2.5	-4	-4	-4	2	4
CC(=O)N1CC=CC1(CC(C)C)C(=O)NCCc1c[nH]c2ccccc12 (configuration not stated)
→ -6	4	i	-0.9	-6	-6	-4	-3	2
O=C(Nc1ccc2c(c1)OCCO2)c1cc2sccc2n1Cc1ccc(F)cc1
→ -18	-12	i	2.0	-3	39	-4	-4	-2
CCC(C)C(NS(=O)(=O)c1ccc(C)cc1)C(=O)N1CCOCCOCCOCC1 (configuration not stated)
→ 1	-16	i	0.3	-6	-2	-2	0	2
COc1ccc(N2C(=O)N3[C@@H]4c5ccccc5OC[C@@H]4[C@@H](c4ccccc4)[C@@]3(C)C2=O)cc1
→ -1	-8	i	1.4	0	32	-5	-10	4
CCCC(=O)Nc1ccc2nc(SCC(=O)Nc3ccc(N4CCOCC4)c(Cl)c3)sc2c1
→ -4	-119	i	1.4	-2	20	-4	-7	-4
O=C(NCc1ccc(Cl)cc1)c1cc([N+](=O)[O-])ccc1Cl
→ -4	-12	i	-1.0	3	-3	-10	3	2
N#Cc1ccc(NC(=O)N2CCC(c3nc4c(nnn4Cc4cccc(Cl)c4)c(=O)[nH]3)CC2)cc1
→ 8	10	i	-0.8	-3	18	3	-4	8
Cc1ccc(CNC(=O)c2ccc(CS(=O)(=O)c3ccccc3)o2)cc1
→ -8	12	i	0.5	2	2	-1	-7	2
COC(=O)c1cc(OC)c(OC)cc1NC(=O)CCCCCN1C(=O)CCC1=O
→ 0	3	i	-0.6	-2	-1	-3	-8	4
Cc1ccc([C@H]2C[C@@H](O)[C@H](n3cc(COC(=O)c4ccccc4)nn3)CN2Cc2cccs2)cc1
→ 1	8	i	-0.3	2	16	0	-9	0
NC(=O)c1ccsc1NC(=O)COC(=O)CSc1ccc(Cl)cc1
→ 2	2	i	-0.8	10	12	1	-13	1
CC(C)(C)NC(=O)CSc1nc2scc(-c3ccccc3)c2c(=O)[nH]1
→ 2	-19	i	0.0	1	-10	-1	-12	-1
C=C1C2(C(=O)Nc3ccc(SC(F)F)cc3)CCC(C2)C1(C)C (configuration not stated)
→ 2	-6	i	-1.0	1	22	-9	-1	0
CN(C(=O)Nc1ccc(Cl)cc1)c1c2c(nn1C)CCCC2
→ 3	0	i	-0.3	-4	-5	2	-4	1
COc1ccc(C2SCC(C(=O)O)N2C(C)=O)cc1 (configuration not stated)
→ 0	3	i	-0.8	8	-7	-2	4	-1
O=C(Cn1nc(C(F)(F)F)c2c1CCC2)NCc1ccc(F)cc1
→ 17	0	i	-0.4	0	2	-2	0	1
O=C(Cc1ccc(Br)cc1)N1CCOCC1
→ -1	18	i	-0.5	-2	-6	-2	-5	1
O=C(CCC(=O)N(CC(=O)NC1CCCCC1)c1ccccc1F)Nc1nccs1
→ -2	1	i	0.7	3	-6	-2	-6	0
COc1cc(C(=O)NCC(=O)N/N=C/c2ccc(OC(=O)c3ccco3)cc2)cc(OC)c1OC
→ 7	-7	i	0.8	7	0	-2	0	0
Cc1cc([N+](=O)[O-])nn1CCCC(=O)Nc1ccc2c(c1)OCO2
→ -2	-7	i	1.1	1	5	-3	4	4
O=C(Cn1c(=O)c2cccn2c2cccnc21)N1CCN(c2ccc(Cl)cc2)CC1
→ -4	-12	i	/	-2	31	-4	4	0
Fc1ccc(Nc2ccnc(C(F)(F)F)c2)cc1
→ -1	-5	i	1.3	-1	3	-2	0	5
O=C(NCc1ccncc1)Nc1cc(Cl)ccc1Cl
→ 0	8	i	1.0	3	4	-4	-4	0
Cc1ccc(NC(=O)N(Cc2cc3cc(C)cc(C)c3[nH]c2=O)CC2COCCO2)cc1 (configuration not stated)
→ -17	7	i	-1.0	-5	9	-2	-6	0
Cc1cc(C)n(CCOC(=O)c2sc3ccccc3c2Cl)n1
→ 1	3	i	0.5	-1	4	-3	-4	-3
Cn1nnc2cc(C(=O)NC3CC3)ccc21
→ -2	8	i	0.6	-4	-6	-1	0	4
Cn1c(C(=O)NCCCN2CCCCCC2)cc2c(=O)n(C)c3ccccc3c21
→ /	-13	+	-0.3	15	-5	0	5	3
CCN1C(=NCCOC)N[C@@H](c2ccccc2)[C@H](C(=O)OC)[C@H]1C
→ 6	-109	i	0.5	-2	-9	-11	15	3
O=C(c1cccnc1Cl)N1CCOCC1
→ 1	-2	i	1.9	-7	-4	-1	-4	-1
CCn1c(=O)c2ccccc2n2c(SCC(=O)N3CCc4ccccc4C3)nnc12
→ -2	-20	i	1.1	-2	-7	-11	2	-2
Cc1c(C(=O)Nc2ccc3c(c2)OCCO3)cnn1C
→ 0	2	i	-1.1	0	-2	-3	0	0
Cc1nn(-c2ccccc2)c(C)c1/C=C/C(=O)OCC(=O)Nc1ncc(Cl)cc1Cl
→ 0	6	i	0.2	-15	-6	-3	-11	-2
CN(C(=O)COC(=O)c1ccc2c(c1)OCO2)C1CCCCC1
→ -1	1	i	0.1	-2	-7	0	3	-2
C=CCNc1nc(C(=O)OCC(=O)c2cccc(Br)c2)cs1
→ 0	2	i	-2.0	9	1	-2	-23	0
CCC(=O)NC1CC2CCCC(C1)N2Cc1ccc(C)cc1 (configuration not stated)
→ 0	-2	i	0.8	0	-5	-2	-14	1
CNC(=S)N1C2CCC1CC(NC(=O)NC13CC4CC(CC(C4)C1)C3)C2 (configuration not stated)
→ 3	-114	i	1.4	0	-10	-11	0	-2
COC(=O)c1ccc(COc2ccccc2/C=N/O)o1
→ 6	12	i	0.9	0	-1	-12	4	-4
CCC(C(=O)NCc1cccnc1)c1ccccc1 (configuration not stated)
→ -11	-7	i	-0.4	-9	-6	-1	-18	-2
Cc1ccc(OCc2nn3c(-c4ccco4)nnc3s2)cc1
→ 0	0	i	0.7	3	-3	-10	1	3
CC(=O)c1ccc(-c2cccc([C@H]3[C@@H]4C=CC[C@@H](C)[C@@H]4C(=O)N3Cc3ccccc3)c2)cc1
→ -19	8	i	2.9	1	24	-1	9	-3
CCCN(CCC)CCNC(=O)CCC(=O)Nc1ccc2nc(N3CCN(C)CC3)cc(C)c2c1
→ -6	-8	i	0.4	5	-9	-4	0	-7
COc1cc(C(=O)Nc2cccc(-n3cnnn3)c2)cc(OC)c1OC
→ /	12	i	-1.4	-4	1	-3	-19	2
Cc1cc2nnc(SCC(=O)NCc3cccs3)n2c2ccccc12
→ -2	-74	i	1.0	-4	-5	-1	2	-7
Oc1cccc2ccc(Nc3ccccn3)nc12
→ -46	-5	i	2.0	1	-7	-1	-5	6
O=C(Nc1nc2ccccc2n1CCN1CCOCC1)c1ccc(COc2ccccc2Br)o1
→ 3	0	i	2.8	-2	25	-2	6	-1
CC1(Cc2cc(Cl)ccc2C(F)(F)F)C(=O)Nc2cc(F)ccc21 (configuration not stated)
→ -3	-2	i	/	6	26	2	6	-1

Full records from above. Screens in order: MT1-MMP act inh | PABP1 MLLE inh | Rpn11 block | MsrA inh | CSN inh | FAS TE block | bovine MsrA act | E coli Lon inh | Rin1 Abl inh
NS(=O)(=O)c1ccc(CCNC(=O)CCCn2c(=O)[nH]c3ccc(Br)cc3c2=O)cc1 is listed as 3 | 6 | i | 2.1 | 0 | -8 | 1 | -1 | 1
COc1cc(C(=O)Nc2cccc(-n3cnnn3)c2)cc(OC)c1OC is listed as / | 12 | i | -1.4 | -4 | 1 | -3 | -19 | 2

More compounds.
Below each compound: MT1-MMP act inh	PABP1 MLLE inh	Rpn11 block	MsrA inh	CSN inh	FAS TE block	bovine MsrA act	E coli Lon inh	Rin1 Abl inh
O=C(O)c1csc(-c2cccs2)n1
→ 2	-2	i	1.3	3	-3	-3	-8	-3
CC(C)CCNC(=O)c1onc(CSc2ccc(F)cc2)c1C(=O)NCCC(C)C
→ 1	-4	i	-0.4	-2	24	1	7	5
COCCCN1C(=O)C(=O)/C(=C(/O)c2ccc(C)cc2)C1/C=C/c1ccccc1 (configuration not stated)
→ 0	3	i	-1.2	-4	-6	-2	-5	2
CCc1nnc(NC(=O)CSCc2cc(=O)n3nc(C(C)C)sc3n2)s1
→ 3	2	i	0.9	-2	-5	-1	4	3
Cc1ccccc1CN(C)CC(=O)Nc1cccc(S(=O)(=O)N(C)c2ccccc2)c1
→ 1	-23	i	0.6	2	26	-2	-10	-3
C[C@H]1C(=O)N(C)CCN1C(=O)c1ccc(OC2CCN(CCc3ccccc3)CC2)cc1
→ 2	6	i	-0.8	0	-6	-3	-5	-2
CCCC(=O)Nc1cccc(NC(=O)c2ccc([N+](=O)[O-])cc2Cl)c1
→ 3	7	i	-0.1	5	1	-3	5	1
CCn1cc(C(=O)NC2CCCCC2)c(=O)c2ccc(C)nc21
→ 3	10	i	-0.2	-3	-3	-2	-5	-2
CCOC(=O)c1ccsc1NC(=O)c1ccco1
→ -3	-1	i	1.4	1	6	-3	2	-5
COc1cc(C(=S)N2CCC(C(N)=O)CC2)ccc1O
→ 4	19	i	-2.2	6	-7	-4	-5	4
CCc1nc2ccc(C(=O)N(C)CCN(C)C)cn2c1N(C)CCC(C)C
→ -1	-9	i	-0.1	1	2	-1	-6	-1
COc1ccc(CC(=O)Nc2ccc(S(=O)(=O)NC(C)C)cc2)cc1
→ 1	6	i	-0.8	-4	0	-8	0	-2
CCCCOc1ccc(NC(=O)CSc2nnnn2C)cc1
→ 1	-2	i	0.0	-4	-7	-5	1	-2

Source: PubChem BioAssay
